RGS4 act = potentiators or activators of RGS4; HEK293 M3R/inducible RGS4, carbachol calcium flux Fluo4; active compounds read low; 0.92% of 310,000 active; B-score at 10 µM;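 active means B-score of the integrated calcium signal more than 4 SD below the library mean, with starting fluorescence not abnormally high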;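 further: negative B-score means reduced calcium response which marks RGS4 activation or potentiation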
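Assay system: HEK293 FlpIn-TREx cells, stable M3R, doxycycline-inducible RGS4 / Probe or stimulus: carbachol, ECmax concentration / Times: overnight RGS4 induction, 30 min dye load 37 °C, 20 min compound RT / Signal: kinetic calcium fluorescence imaging with Fluo4-AM dye, 2 µM / Measure: Agonist-evoked peak-minus-minimum fluorescence over baseline, integrated ratio, B score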
ANO1 block = blocks the mouse calcium-activated chloride channel TMEM16A; Q8BHY3; HEK293 TMEM16A/YFP iodide influx fluorescence, ionomycin; normalized B-score (activity score, 25-100; higher = stronger inhibition) at 10 µM; 1.2% of 310,000 active; AID 588511;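 active means ratio plate-corrected score three or more library SD toward inhibition, starting fluorescence score within five deviations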;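 further: score derived from kinetic fluorescence span divided by baseline fluorescence per well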
KCNK9 inh = blocks the human KCNK9 two-pore domain potassium channel. Q9NPC2. HEK293 KCNK9, FluxOR thallium flux fluorescence; active compounds read low. B-score at 10 µM. 1.2% of 310,000 active;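 active means ratio B-score over 3 SD below the library mean, with starting fluorescence within 5 SD of its mean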;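 further: negative B-score means less thallium flux so channel inhibition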
HDAC3 inh = inhibitors of human histone deacetylase 3. 0.15% of 320,000 active. O15379. recombinant HDAC3, fluorogenic peptide/trypsin coupled, fluorescence. inhibition, % at 8.3 µM; in the data active means inhibition above about 26%, passing the limit was not always enough
SKKanGAS inh = SKKanGAS growth inhibition | S. pyogenes SKKanGAS, kanamycin growth, BacTiter-Glo, 6 h | AID 1662 | 1.3% of 300,000 active | inhibition, % at 7.5 µM;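 active means mean replicate score, as percent of positive control median, at least 50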;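 further: strain carries kanamycin resistance gene driven by streptokinase promoter and grows in 40 µg/ml kanamycin; loss of luminescence reflects streptokinase promoter inhibition or plain growth inhibition; 0% = median of DMSO wells and 100% = positive control at its reference dose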
RGS4 inh = human RGS4 inhibition | HEK293 M3R/RGS4 inducible, Fluo-4 calcium flux; active compounds read high; triggered by carbachol at its EC20 | B-score at 10 µM | P49798 | 0.45% of 310,000 active;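 active means B-score, a plate-corrected calcium signal, over three deviations above library mean, with baseline fluorescence within five deviations of library mean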;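 further: RGS4 expression induced by doxycycline in cells with stable M3 receptor; B-score is computed from the integrated fluorescence ratio over baseline after carbachol; higher B-score means a larger calcium signal and so more RGS4 inhibition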
KCNK3 inh = human KCNK3 channel inhibition, primary screen; O14649; CHO-KCNK3 thallium flux, FluxOR fluorescence; active compounds read low; B-score at 10 µM; 0.84% of 340,000 active;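 active means B-score under library mean minus 4 SD, starting fluorescence ratio at most library mean plus 5 SD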;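 further: more negative B-score means stronger inhibition of thallium flux through KCNK3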
TMEM16A act = activates or potentiates the mouse TMEM16A chloride channel; Q8BHY3; HEK293 TMEM16A/YFP-H148Q/I152L, iodide quench fluorescence; active compounds read low; B-score at 10 µM; 0.3% of 340,000 active; AID 623877;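 active means fluorescence-ratio B-score plate-corrected deviation score at least 3 library SD below zero, with starting fluorescence score within 5 deviations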;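 further: channel opened by trigger with iodide after compound preincubation; score built on the fluorescence ratio of max minus min over baseline; more negative score means more quench and so TMEM16A activation or potentiation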
hERG rescue = hERG (human) protection from proarrhythmic block; 0.51% of 310,000 active; Q12809; activation (rescue from dofetilide block), less the hit threshold, % at 10 µM; CHO-hERG, FluxOR thallium flux, dofetilide IC70 present;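 active means activation above the mean of controls blocked by dofetilide plus 5 SD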;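 further: thallium influx through hERG after potassium depolarization seen as dye fluorescence rise; in these data hits start at about 4.7%; inactives centre near -7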
Target sequence (Q12809 whole entry, looked up): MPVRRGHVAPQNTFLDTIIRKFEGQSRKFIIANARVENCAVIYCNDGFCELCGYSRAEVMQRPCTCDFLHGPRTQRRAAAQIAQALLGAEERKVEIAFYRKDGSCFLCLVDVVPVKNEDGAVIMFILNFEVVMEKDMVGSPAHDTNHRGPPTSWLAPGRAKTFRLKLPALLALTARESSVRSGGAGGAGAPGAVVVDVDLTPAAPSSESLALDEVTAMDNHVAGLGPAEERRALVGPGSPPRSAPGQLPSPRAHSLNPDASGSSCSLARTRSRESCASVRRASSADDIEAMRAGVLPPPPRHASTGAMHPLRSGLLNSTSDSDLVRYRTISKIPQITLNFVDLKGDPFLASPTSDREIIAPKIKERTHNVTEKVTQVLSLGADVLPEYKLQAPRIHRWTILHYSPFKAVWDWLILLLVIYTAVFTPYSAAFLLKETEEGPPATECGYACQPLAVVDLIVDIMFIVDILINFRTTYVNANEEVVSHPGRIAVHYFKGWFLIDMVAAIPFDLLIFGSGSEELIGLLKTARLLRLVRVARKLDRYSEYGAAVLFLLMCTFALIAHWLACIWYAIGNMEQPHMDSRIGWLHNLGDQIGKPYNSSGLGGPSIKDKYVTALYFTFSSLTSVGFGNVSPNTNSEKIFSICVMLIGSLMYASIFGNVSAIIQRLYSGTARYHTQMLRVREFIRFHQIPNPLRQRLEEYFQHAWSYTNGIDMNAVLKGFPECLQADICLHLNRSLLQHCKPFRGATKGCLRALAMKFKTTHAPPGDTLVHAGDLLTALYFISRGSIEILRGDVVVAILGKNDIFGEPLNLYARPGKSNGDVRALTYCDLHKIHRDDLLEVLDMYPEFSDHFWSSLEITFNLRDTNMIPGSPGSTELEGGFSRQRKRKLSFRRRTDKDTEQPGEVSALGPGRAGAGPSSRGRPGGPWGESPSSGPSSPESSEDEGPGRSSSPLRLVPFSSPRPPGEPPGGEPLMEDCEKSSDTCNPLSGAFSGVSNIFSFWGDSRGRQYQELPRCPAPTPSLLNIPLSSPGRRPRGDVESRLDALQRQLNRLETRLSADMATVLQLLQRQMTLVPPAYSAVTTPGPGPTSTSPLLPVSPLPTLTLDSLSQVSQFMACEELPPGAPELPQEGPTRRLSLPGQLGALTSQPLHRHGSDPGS
KCNQ1 inh = blocks the human KCNQ1 potassium channel; B-score at 10 µM; AID 2642; CHO-K1 KCNQ1, FluxOR thallium flux fluorescence; active compounds read high; 1.3% of 310,000 active;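 active means compounds whose thallium flux B-score, printed positive for inhibition, exceeds three library SD while starting fluorescence stays within three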;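 further: channel opened by potassium depolarization with thallium stimulus after 20 min compound exposure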
KCNQ1 act = potentiates or activates the human KCNQ1 potassium channel; CHO-K1 KCNQ1, thallium flux FluxOR fluorescence; active compounds read high; B-score at 10 µM; P51787; 0.35% of 310,000 active;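 active means fluorescence ratio B-score, a plate-corrected score, at least three library SD, with initial intensity B-score within 5 SD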
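assay system = CHO-K1 cells stably expressing KCNQ1 | medium = assay buffer, equal DMSO in all wells | timing = 37 °C overnight plating, 90-min dark dye load, 20-min compound pretreatment | measured by = kinetic FluxOR thallium fluorescence, 10-s 1-Hz baseline, 110-s post-stimulus read | measure = fluorescence change relative to baseline, converted to B score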
An asterisk follows results filed as active; i = inactive; . = not tested or not shown.

SMILES	RGS4 act	ANO1 block	KCNK9 inh	HDAC3 inh	SKKanGAS inh	RGS4 inh	KCNK3 inh	TMEM16A act	hERG rescue	KCNQ1 inh	KCNQ1 act
Cc1ccc(C)c2[nH]c(=O)c(CCNC(=O)c3ccco3)cc12	i	i	i	9	2	i	i	i	-14	i	i
O=C(COc1cc2oc(=O)c3c(c2cc1Cl)CCCC3)N1C[C@H]2C[C@@H](C1)c1cccc(=O)n1C2	i	i	i	-6	-1	i	i	i	-10	i	i
C=CCn1c(N)c(C(=O)Nc2cccc(C)c2)c2nc3ccccc3nc21	i	i	i	-3	51*	i	i	i	-7	i	i
COc1cc(C)c(C#N)c(OC)n1	i	i	i	3	-7	i	i	i	-4	i	i
COc1ccccc1CNC(=S)NCc1ccc(F)cc1	i	i	i	-1	7	i	i	i	-10	i	i
CCN(Cc1ccccc1)C(=O)CSc1nc(C)cc(C)c1C#N	i	i	i	11	2	i	i	i	-11	i	i
CCOC(=O)N1CCN(C(=O)COc2ccc(Cl)cc2C)CC1	i	i	i	6	2	i	i	i	-5	i	i
CCn1c(Cc2cccs2)nnc1SCC(=O)c1ccc(C)cc1	i	i	i	5	5	i	i	i	-14	i	i
O=C(Nc1ccc2oc(-c3ccccc3)nc2c1)C1CCCO1 (stereo not given)	i	i	i	-160	-16	i	i	i	-13	i	i
CCOc1ccc(CCNC(=O)COC(=O)COc2ccc(C(=O)CC)cc2)cc1OCC	i	i	i	10	-7	i	i	i	-15	i	i
Cc1ccc(C)c(NC(=O)C2=CCN(S(=O)(=O)c3ccc(F)cc3)CC2)c1	i	i	i	1	-6	i	i	i	-1	i	i
CCCn1c(N)c(N(CCOC)C(=O)c2ccc(F)cc2F)c(=O)[nH]c1=O	i	i	i	0	-1	i	i	i	-5	i	i
Cc1ccc(NC(=O)c2ccc(S(=O)(=O)N3CCCCCC3)cc2)nc1	i	i	i	-5	-7	i	i	i	-8	i	i
COc1cc(C(=O)OCC(=O)N2CCCCC2C)ccc1OCc1c(C)noc1C (stereo not given)	i	i	i	-10	-2	i	i	i	-6	i	i
O=C(Nc1ccccn1)c1csc2c1CCCC2	i	i	i	0	2	i	i	i	1	i	i
Cc1cc(NC(=O)c2c(-c3c(F)cccc3Cl)noc2C)no1	i	i	i	-5	12	i	i	i	-7	i	i
CC(C)CC(C(=O)NC(C)(C)C)N(Cc1cccs1)C(=O)c1snc(C(N)=O)c1N (stereo not given)	i	i	i	0	-13	i	i	i	-25	i	i
C=CCn1c(SCC)nc2sc3c(c2c1=O)CCc1ccccc1-3	i	i	i	-3	33	i	i	i	-10	i	i
CC(NC(=O)/C(=C/c1cccc([N+](=O)[O-])c1)NC(=O)c1ccco1)C(=O)O (stereo not given)	i	i	i	5	18	i	i	i	-3	i	i
COc1ccc(O)c(/C=N/NC(=O)c2c(C)nnn2-c2nonc2N)c1	i	i	i	-5	5	i	i	i	-8	i	i
Cc1ccc(S(=O)(=O)N(C)C)cc1NC(=O)COC(=O)C1CCCC1	i	i	i	.	10	i	i	i	-11	i	i
NS(=O)(=O)c1cc(C(=O)OCC(=O)c2ccc3c(c2)OCCO3)ccc1Cl	i	i	i	2	10	i	i	i	-2	i	i
CC(=O)c1c(C)[nH]c(C(=O)NCCN2CCC(C)CC2)c1C	i	i	i	12	0	i	i	i	-2	i	i
O=C(NCc1ccccn1)c1ccc(OC2CCN(Cc3ccc(CO)o3)CC2)cc1	i	i	i	1	11	i	i	i	-12	i	i
CCc1ccc(OCc2ccc(C(=O)NCc3ccccn3)o2)cc1	i	i	i	-3	-5	i	i	i	-8	i	i
(list continues)
SMILES	RGS4 act	ANO1 block	KCNK9 inh	HDAC3 inh	SKKanGAS inh	RGS4 inh	KCNK3 inh	TMEM16A act	hERG rescue	KCNQ1 inh	KCNQ1 act
CC(=O)c1ccc(S(=O)(=O)N2CCC(c3nnc(SCCN4CCCC4)n3C)CC2)cc1	i	i	i	0	0	i	i	i	-7	i	i
O=C(CC(C(=O)N1CCc2ccccc21)n1ccnc1)N1CCc2ccccc2C1 (stereo not given)	i	i	i	3	6	i	i	i	-4	i	i
COc1cc(C2CC(=O)Oc3c2c(=O)n(C)c2ccccc32)cc(OC)c1OC (stereo not given)	i	i	i	4	4	i	i	i	-11	i	i
Cc1ccc(C2=NN(CC(=O)NCCN(CC(C)C)CC(C)C)C(=O)CC2)cc1	i	i	i	-6	1	i	i	i	-7	i	i
CN(C)/C=N/c1nc(-c2ccc3c(c2)OCO3)cs1	i	i	i	2	2	i	i	i	-4	i	i
O=C(NCCCC1CCCC1)C1CCC(=O)N(Cc2ccccc2F)C1 (stereo not given)	i	i	i	-8	-7	i	i	i	-6	i	i
O=C(Nc1cccc(C(F)(F)F)c1)Nc1ccon1	i	i	i	7	-8	i	i	i	-13	i	i
Cc1ccccc1S(=O)(=O)N(CC(O)CN1CCCCC1)c1ccccc1 (stereo not given)	i	i	i	-4	-1	i	i	i	-9	i	i
CC1CCCCC1NC(=O)Cn1ncc2ccccc21 (stereo not given)	i	i	i	5	-2	i	i	i	0	i	i
Cc1ccnc2nc(C(=O)Nc3nc4ccccc4s3)nn12	i	i	i	.	-3	i	i	i	-7	i	i
COc1ccccc1NC(=S)NCCc1ccc(S(N)(=O)=O)cc1	i	i	i	-1	-3	i	i	i	-13	i	i
O=C(Nc1cc(C(F)(F)F)ccc1Cl)C(Sc1n[nH]c(=O)[nH]c1=O)c1ccccc1 (stereo not given)	i	i	i	-1	7	i	i	i	-17	i	i
COc1ccccc1C(=O)Nc1ccccc1N1CCN(C(=O)c2ccc(Cl)cc2)CC1	i	i	i	-2	22	i	i	i	-24	i	i
CCCCCCn1c(N2CCCC2)nc2c1c(=O)[nH]c(=O)n2C	i	i	i	-2	0	i	i	i	-3	i	i
O=C(N/C(=C/c1ccc(Br)cc1)c1nc2ccccc2[nH]1)c1ccco1	i	i	i	9	-4	i	i	i	3	i	i
CCN(CC)S(=O)(=O)c1ccc(OC)c(NC(=O)OCc2ccccc2)c1	i	i	i	-4	-2	i	i	i	-12	i	i
CCc1nnc(NCC(=O)N2CCc3ccccc32)s1	i	i	i	0	1	i	i	i	-3	i	i
Nc1nc(-c2cccc(NS(=O)(=O)c3ccccc3)c2)cs1	i	i	i	0	-6	i	i	i	-6	i	i
CCNC(=O)c1ccccc1-c1nc(-c2ccccc2OC)no1	i	i	i	-2	1	i	i	i	-2	i	i
CC1CCN(C(=O)c2cccc(NC(=O)c3cccs3)c2)CC1	i	i	i	-3	-4	i	i	i	-7	i	i
CC1CCc2c(nc3ncnn3c2N2CCN(c3ccccc3F)CC2)C1 (stereo not given)	i	i	i	3	5	i	i	i	-6	i	i
CCN(CC)CCN1C(=O)C(=O)/C(=C(/O)c2ccc(C)cc2)C1c1cccnc1 (stereo not given)	i	i	i	-1	0	i	i	i	-13	i	i
COc1cc(C(Nc2ccccn2)c2ccc3ccc(C)nc3c2O)cc(OC)c1O (stereo not given)	i	i	i	7	9	i	i	i	-24	i	i
CCOc1ccc(S(=O)(=O)NCCC(=O)N2CCC(Cc3ccccc3)CC2)cc1	i	i	i	-3	-9	i	i	i	-10	i	i
CSc1cccc(NC(=O)CCNC(=O)c2ccco2)c1	i	i	i	0	-11	i	i	i	-20	i	i

Given with two lines to a compound: part of the list above
Under each structure: RGS4 act, ANO1 block, KCNK9 inh, HDAC3 inh, SKKanGAS inh, RGS4 inh, KCNK3 inh, TMEM16A act, hERG rescue, KCNQ1 inh, KCNQ1 act
CCNC(=O)c1ccccc1-c1nc(-c2ccccc2OC)no1
→ i, i, i, -2, 1, i, i, i, -2, i, i
COc1cc(C2CC(=O)Oc3c2c(=O)n(C)c2ccccc32)cc(OC)c1OC (stereo not given)
→ i, i, i, 4, 4, i, i, i, -11, i, i
CCc1nnc(NCC(=O)N2CCc3ccccc32)s1
→ i, i, i, 0, 1, i, i, i, -3, i, i
O=C(NCCCC1CCCC1)C1CCC(=O)N(Cc2ccccc2F)C1 (stereo not given)
→ i, i, i, -8, -7, i, i, i, -6, i, i
O=C(Nc1cccc(C(F)(F)F)c1)Nc1ccon1
→ i, i, i, 7, -8, i, i, i, -13, i, i
CCOc1ccc(S(=O)(=O)NCCC(=O)N2CCC(Cc3ccccc3)CC2)cc1
→ i, i, i, -3, -9, i, i, i, -10, i, i

The listing continues:
SMILES	RGS4 act	ANO1 block	KCNK9 inh	HDAC3 inh	SKKanGAS inh	RGS4 inh	KCNK3 inh	TMEM16A act	hERG rescue	KCNQ1 inh	KCNQ1 act
Fc1ccc(Cn2nnnc2CN2CCN(C3CCCCC3)CC2)cc1	i	i	i	8	-10	i	i	i	-1	i	i
CCN(C(=O)COC(=O)CSc1ccccc1)c1c(N)n(Cc2ccccc2)c(=O)[nH]c1=O	i	i	i	0	-10	i	i	i	-7	i	i
COc1ccc(C(=O)CC(=O)C(=O)Nc2cccc(C(C)=O)c2)cc1	i	i	i	-2	-6	i	i	i	-4	i	i
O=C(Nc1cccc2c1C(=O)NC2=O)c1cccnc1Cl	i	i	i	-8	-4	i	i	i	6.1*	i	i
COc1cccc(OC)c1NC(=O)Cn1nc(-c2ccc3c(c2)OCCO3)ccc1=O	i	i	i	5	0	i	i	i	-2	i	i
CC(=O)Nc1ccc(NC(C)=O)s1	i	i	i	7	-3	i	i	i	-7	i	i
O=C(c1ccco1)N1CCN(S(=O)(=O)/C=C/c2ccccc2)CC1	i	i	i	4	-10	i	i	i	-9	i	i
CC1CCCN(C2=C(NS(=O)(=O)c3ccc(Br)cc3)C(=O)c3ccccc3C2=O)C1 (stereo not given)	i	i	i	6	32	i	i	i	-12	i	i
Cc1cc(C)n(-c2ccc(C(=O)Nc3ccc4c(c3)OCO4)cc2)n1	i	i	i	3	-1	i	i	i	-6	i	i
COc1ccc(C)cc1NC(=O)C(NCC1CCCO1)c1ccccc1 (stereo not given)	i	i	i	-1	2	i	i	i	-7	i	i
c1ccc(-c2csc(=Nc3cccnc3)n2CC2CCCO2)cc1 (stereo not given)	i	i	i	12	4	i	i	i	-6	i	i
Cc1ccc(OCC(=O)NNC(=O)c2cc3ccccc3o2)cc1	i	i	i	-1	2	i	i	i	3	i	i
CCc1ccc2c(c1)C(c1ccncc1)=NNC(c1ccccc1)=N2	i	i	i	23	-6	i	i	i	-8	i	i
O=C(Cn1cnc2c(nnn2-c2cccc(F)c2)c1=O)Nc1ccc2c(c1)OCCO2	i	i	i	5	37	i	i	i	-9	i	i
